# Bioassay records (PubChem)
# TGFb SMAD3 inh: qHTS for Inhibitors of TGF-b. HepG2 CAGA-GFP TGF-b/SMAD3 reporter, GFP fluorescence, 18 h; TGF-beta stimulated, 500 pg/mL final. Potency, µM (doses to about 46.1 µM), inactives show top-dose activity, negative = inhibition, most hits filed as inhibitors. 410,000 compounds, 1.2% hits. AID 588855, 2011; note: potency is the fitted concentration of half-maximal effect; % is set by controls: 0 for no effect and ±100 for the full control effect; nearly all actives have a fitted effect of over 65% in size
#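 Read-out: total well GFP (ex488/em500-530) summed from mean per-cell fluorescence. Cells: HEPG2 CAGA-GFP, 1% FBS DMEM, 18 h at 37 degrees C with 500 pg/mL final TGF-beta. Unstimulated wells served as the full-inhibition control; stimulated DMSO wells = 0%.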
# CCT chaperon mod: High-Throughput Screening for Modulators of Cytosolic Chaperonin Activity | AID 651819, 2012 | 360,000 compounds, 0.3% hits | purified chaperonin ATPase assay, HTRF ADP detection, 30 min | activity change, % (test concentration not listed), hits read low; in the data active = activity change below about -30%; note: % is set by controls: 0 for no effect and ±100 for the full control effect
#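 TRiC (40 or 20 nM final, by batch activity) in 30 mM Tris pH 7.4, 100 mM KCl, 5 mM MgCl2, 1 mM DTT was treated with compound at 76 uM single dose, then 10 uM ATP, 30 min at 37 °C. ADP was read by HTRF Transcreener.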
# A549 tox: Nrf2 qHTS screen for inhibitors: counterscreen for cytotoxicity; A549 ARE-Fluc cells, CellTiter-Fluor viability, 18-24 h; Potency, µM (series often up to 46 µM), inactives show at the highest dose activity change, negative = cytotoxicity, most hits filed as inhibitors; 390,000 compounds, 0.16% hits; note: potency is the fitted concentration of half-maximal effect; % is set by controls: 0 for no effect and ±100 for the full control effect
#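 A549 ARE_Fluc cells in 5% FBS OPTI-MEM were exposed to compounds in concentration-response for 18-24 h at 37 deg C. Viability was read by CellTiter-Fluor fluorescence (Ex 405/Em 525) after 30 min, before the luciferase read.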
# Akt phos inh: HTS Assay for Inhibitors of Akt Phophorylation: Primary Screen; 360,000 compounds, 0.32% hits; Neuro2A IGF-stimulated pAkt S473 HTRF, 20 min; active compounds read low; activity change, % for hits at 50 µM; in the data active = activity change below about -80%; inconclusive = mostly about -51% to -80%; note: % is set by controls: 0 for no effect and ±100 for the full control effect
#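 Neuro2A cells (4,500/well, DMEM with 0.5% FBS) were treated with compound at a single 50 µM final concentration, stimulated with 6 nM IGF for 20 min at 37 °C, and lysed. Phospho-Akt Ser473 was read by HTRF as 665/615 ratio ×10^4.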
# S2 tox: Viability Counterscreen for Primary qHTS for Inhibitors of ATXN expression; S2 cells (HEK-293 line with an ATXN2-luciferase reporter) viability, CellTiter-Fluor protease fluorescence, 24 h; Potency, µM (top dose mostly 56.7 µM), most hits filed as cytotoxic; 400,000 compounds, 0.49% hits; AID 651635, 2014; note: potency is the fitted concentration of half-maximal effect; nearly all actives have a fitted effect of over 40% in size
# MmCpn inh: Inhibitors of TCP-1 ring complex (TRiC) of Methanococcus maripaludis (MmCpn): qHTS; Chaperonin Mm-Cpn (Methanococcus maripaludis); purified Mm-Cpn ATPase, ADP Transcreener TR-FRET; Potency, µM (highest dose often 76.9 µM), for inactives: at the top dose activity, negative = inhibition, actives largely listed as inhibitors; 330,000 compounds, 0.031% hits; note: potency is the fitted concentration of half-maximal effect; % is set by controls: 0 for no effect and ±100 for the full control effect; nearly all actives have a fitted effect of over 80% in size
#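 Quantitative HTS used 25 nM Mm-CPN and 10 uM ATP in magnesium/KCl Tris buffer, pH 7.4, with 1 mM DTT. Hydrolysis ran 30 min at 37°C; ADP was read by HTRF.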
# Nrf2 ARE act: qHTS of Nrf2 Activators; AREc32 ARE-luciferase reporter (MCF7-derived line), luminescence, 24 h; Potency, µM (highest dose often 46.1 µM), inactives show at the highest dose activation, usual class: activators; 410,000 compounds, 0.31% hits; AID 624171, 2012; note: potency is the fitted concentration of half-maximal effect; % of control where 0% means no effect; nearly all actives have a fitted effect of over 65% in size
#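 Each well held 1000 AREc32 cells, which were incubated with compound for 24 hr at 37 deg C after overnight attachment, and ARE reporter activity was quantified by firefly luciferase luminescence.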
# HepG2 viability: qHTS for Inhibitors of TGF-b: Cytotox Counterscreen; HepG2 CAGA-GFP viability, ATP luminescence, 18 h; Potency, µM (series often up to 46.1 µM), for inactives: at the top dose activity change, negative = cytotoxicity, most hits filed as cytotoxic; 410,000 compounds, 0.76% hits; AID 588856, 2011; note: potency is the fitted concentration of half-maximal effect; some results filed as inactive show a strong effect at the top dose
#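 CellTiter-Glo luminescence gave cytotoxicity after 18 hours at 37 degrees C. The cells were HepG2 CAGA-GFP in 1% FBS DMEM, stimulated with 500 pg/mL TGF-beta after compound addition. %Activity was normalised to no-cell wells (complete cell-killing) and DMSO (no toxicity), and curves were fitted and classified.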
# Nrf2 block: Nrf2 qHTS screen for inhibitors; A549 ARE-Fluc reporter, luciferase luminescence, 18-24 h; Potency, µM (series often up to 46 µM), without a hit: at the highest dose activity change, negative = inhibition, most hits filed as inhibitors; 360,000 compounds, 2.1% hits; AID 504444, 2011; note: potency is the fitted concentration of half-maximal effect; % is set by controls: 0 for no effect and ±100 for the full control effect; nearly all actives have a fitted effect of over 60% in size
#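 Quantitative HTS in A549 cells stably bearing an antioxidant response element-firefly luciferase construct. Inhibition of Nrf2-driven transcription was scored by luminescence after 18-24 h of compound exposure at 37 °C.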
# * marks the source's active call; other numbers are inactive results; i = inactive; ? = inconclusive; nt = not tested or not shown; [ ] = dose if it differs, or a comment. Unless noted, calls come from the whole dose curve; as a rule, active = well fitted curve in the direction sought with a large enough effect; inconclusive = small, poorly fitted or top-dose-only effect, or another doubt; inactive = no such curve, though single readings can be large; an effect the other way counts as inactive or inconclusive.
SMILES,TGFb SMAD3 inh,CCT chaperon mod,A549 tox,Akt phos inh,S2 tox,MmCpn inh,Nrf2 ARE act,HepG2 viability,Nrf2 block
COc1cccc(Oc2nc(-c3ccncc3)nc3ccccc23)c1,0%,-0.8,-8%,i,i,-16%,-0.3%,-3%,-25%
CCSc1nnc(NC(=O)c2cccc3ccccc23)s1,2%,0.7,3%,i,i,-7%,3.1%,1%,5%
CC(C)n1c(NCc2ccccc2O)nc2ccccc21,-15%,-3.3,-3%,i,i,1%,-0.4%,-18%,3%
CCc1ccccc1N(CC(=O)NCC1CCCO1)C(=O)CCC(=O)Nc1cc(C)on1 (configuration not stated),-3%,0.9,1%,i,i,0%,-1.0%,15%,-2%
O=C(NCc1ccccc1F)C1CCN(c2nnc(-n3cccc3)s2)CC1,-5%,nt,-12%,nt,i,nt,8.2%,-15%,5%
Cc1cccc(N(C(=O)C(F)(F)F)C(C(=O)NC2CCCCC2)c2cccs2)c1 (configuration not stated),-4%,-0.7,-5%,nt,i,0%,2.8%,-16%,4%
O=C(O)c1cccc(NS(=O)(=O)c2ccc(C3CCCCC3)cc2)c1,-11%,-1.0,3%,i,i,0%,-0.7%,-9%,?
O=C(N/N=C/c1c[nH]c2ccccc12)c1cccc(O)c1,-7%,-5.7,-3%,i,i,-1%,-1.4%,-14%,1%
CC(C)CNC(=O)CN1C(=O)NC2(CCc3ccccc32)C1=O (configuration not stated),-6%,-2.0,13%,i,i,-5%,0.2%,-4%,6%
O=C(CN1C(=O)NC2(CCCCCC2)C1=O)c1ccc(F)cc1,27%,-0.7,1%,i,i,1%,0.1%,0%,-2%
CCOc1ccc(CC(=O)NNC(=S)Nc2ccccc2)cc1Br,26%,-0.1,-2%,i,i,2%,5.2%,-9%,3%
COc1ccc(CN2C3CCCC2CC(NC(=O)Nc2cccc(C)c2)C3)cc1 (configuration not stated),-4%,1.7,-4%,i,i,-19%,-0.2%,-52%,14%
COc1cc(CN2C[C@@H](CO)O[C@@H](n3cnc4c(N5CCN(C)CC5)ncnc43)C2)cc(OC)c1OC,20%,0.4,nt,i,i,nt,-1.5%,13%,nt
CC(=O)C1=CCC(c2ccc(C)cc2)N(S(=O)(=O)c2ccc(C)cc2)C1 (configuration not stated),?,-2.5,nt,i,i,nt,16%,0%,nt
COc1cc(/C=C(\C#N)C(=O)Nc2ccc(C)cc2)ccc1OCc1cc(=O)n2nc(C)sc2n1,-4%,nt,-1%,nt,i,nt,0.0%,-3%,10%
O=C(c1ccc(S(=O)(=O)c2ccc(Cl)cc2)cc1)N1CCOCC1,-2%,0.8,-5%,i,i,0%,0.0%,0%,-21%
Cc1ccc(S(=O)(=O)c2c(CO)c(-c3ccccc3)nn2C)cc1,?,-2.3,-6%,i,i,1%,2.6%,-14%,?
COc1ccc(NC(=O)c2cccc3c(-c4cccnc4)coc23)cc1,-11%,-4.9,nt,i,i,nt,5.5%[9.22 µM],-7%,nt
CN(CCNC(=O)C1CCCN(c2ncnc3c2nc2n3CCCCC2)C1)Cc1ccccc1 (configuration not stated),-19%,-2.2,0%,i,i,-1%,-1.1%,-32%,-7%
C/C(Cn1nnc([N+](=O)[O-])n1)=N\NC(=O)c1ccccc1,11µM*,2.1,-11%,i,?,1%,4.0%,-49%,-12%
CC1(C(=O)Nc2ccc(Cl)cc2)Cc2c(-c3cccc(C(N)=O)c3)ccnc2O1 (configuration not stated),-3%,0.4,nt,i,?,nt,3.5%,-54%,nt
CC(=O)c1c(C)n(CCc2ccc(Cl)cc2)c2ccc(O)cc12,0%,-2.2,-2%,i,i,-2%,-0.4%,0%,1%
CN(Cc1ccccc1)C(=O)CN(Cc1ccccc1)S(C)(=O)=O,3%,1.2,6%,i,i,-1%,-1.2%,-15%,-12%
CCOc1ccc2oc(=O)cc(CN3CCN(c4cc(C)ccc4C)CC3)c2c1,-16%,nt,-4%,nt,nt,nt,0.5%,-22%,-17%
O=C(COC(=O)/C=C/c1ccccc1)Nc1nnc(-c2ccccc2)o1,-8%,-2.6,-1%,i,i,2%,-0.8%,-3%,4%
FC(F)(F)c1nc(SCc2ccccc2)n[nH]1,-8%,-0.5,-5%,i,i,nt,-0.3%,-65%,-17%
CCC1SC(C)C/C(=N/NC(N)=O)C1C (configuration not stated),6%,1.6,-9%,i,i,-4%,-0.1%,12%,-4%
O=C(O)c1c2c(nc3ccccc13)/C(=C/c1ccc(OC(F)F)cc1)CCC2,-12%,-1.0,-11%,i,i,0%,5.4%,2%,?
N#C/C(=C/c1ccc(F)cc1)S(=O)(=O)c1ccccc1,-8%,-4.9,-8%,i,i,0%,2.7%,-33%,6%
COc1cc2ccc(=O)oc2cc1O,-1%,1.8,1%,i,nt,-14%,3.7%,-1%,7%

# One compound at a time, from the list above. Screens in order: TGFb SMAD3 inh	CCT chaperon mod	A549 tox	Akt phos inh	S2 tox	MmCpn inh	Nrf2 ARE act	HepG2 viability	Nrf2 block
# Profile of Cc1ccc(S(=O)(=O)c2c(CO)c(-c3ccccc3)nn2C)cc1 → ?	-2.3	-6%	i	i	1%	2.6%	-14%	?
# Profile of N#C/C(=C/c1ccc(F)cc1)S(=O)(=O)c1ccccc1 → -8%	-4.9	-8%	i	i	0%	2.7%	-33%	6%

# (listing goes on)
SMILES,TGFb SMAD3 inh,CCT chaperon mod,A549 tox,Akt phos inh,S2 tox,MmCpn inh,Nrf2 ARE act,HepG2 viability,Nrf2 block
Cc1nnc(SCC(=O)NC(C)(C)C)n1NCc1ccc(N(C)C)cc1,2%,0.1,7%,i,i,-1%,0.0%,-16%,-19%
COc1ccc(-c2nc3cc(C)ccn3c2NC2CCCCC2)cc1SC1CCCCC1,?,-3.2,?,i,?,-25%,-0.2%,-21%,?
Cc1ccc(-c2c3c(=O)n(C)c(=O)n(C)c3cn2CCCN2CCOCC2)cc1,-2%,1.1,-13%,i,i,-1%,0.2%,-4%,-2%
Cc1cc(C(=O)CSc2nncs2)c(C)n1-c1ccc2c(c1)OCO2,-21%,0.4,3%,i,i,-4%,4.5%,-22%,18%
Cn1c(NCCN2CCCC2)nc2cc(-c3ccsc3)sc2c1=O,-30%,-2.1,nt,i,i,nt,?,-5%,nt
Cc1ccc(OCC(=O)Nc2nnc(SCc3cc(=O)n4cc(C)ccc4n3)s2)cc1,-11%,nt,-3%,nt,nt,nt,0.5%,-17%,nt
CCCC(=O)N1CCC1(C)C(=O)NS(=O)(=O)c1cccc(F)c1 (configuration not stated),25%,0.4,nt,i,i,nt,0.4%,2%,nt
O=C(CN(Cc1ccc(Cl)cc1)C(=O)c1csnn1)NCc1ccc(F)cc1,1%,0.0,-2%,i,i,1%,2.5%,-3%,1%
CCOC(=O)[C@]12CCC=C1N(Cc1ccc(Cl)cc1Cl)C(=O)[C@H](CC(=O)NCc1cccc(C(F)(F)F)c1)C2,nt,-2.4,nt,i,?,nt,1.0%,nt,nt
COc1ccc(OCC(O)Cn2c(N3CCCCC3)nc3c2c(=O)[nH]c(=O)n3C)cc1 (configuration not stated),13%,-4.8,1%,i,i,0%,0.2%,-5%,-11%
COc1cc(NC(=O)Nc2cccc(Cl)c2)c(C(=O)O)cc1OC,-7%,-1.3,16%,i,i,-2%,-1.0%,0%,9%
Cc1ccccc1CN1c2ccccc2-c2nc(SCC(=O)NCc3ccccc3)ncc2S1(=O)=O,9%,nt,10%,nt,i,nt,0.1%,-2%,10%
CC(NC(=O)c1ccccc1[N+](=O)[O-])C1CC2CCC1C2 (configuration not stated),0%,-1.2,-1%,i,i,2%,-0.3%,0%,-5%
COCCCN1C(=O)C(CC(=O)NCCN2CCOCC2)CC(C(=O)N2CCOCC2)=C1C (configuration not stated),nt,-1.3,nt,i,i,nt,-0.8%,nt,nt
CCN(C(=O)COC(=O)c1ccc(Br)o1)C1CCCCC1,10%,0.4,5%,i,i,2%,-0.1%,-1%,14%
COC(=O)c1ccc(-c2csc(NC(=O)C3=COCCO3)n2)cc1,-10%,0.0,4%,i,i,nt,1.3%,-38%,2%
O=C(N/C(=C/c1ccccc1)C(=O)N1CCCCC1)c1ccccc1,-4%,-1.0,-5%,i,i,2%,-0.3%,-22%,-14%
CC(=O)Nc1cccc(CCc2nc3ccccc3[nH]2)c1,0%,-1.5,-1%,i,i,0%,3.8%,-3%,?
COc1ccc(C(=O)N/N=C/c2c[nH]c3ccccc23)cc1,10%,-0.3,-4%,i,?,-2%,2.8%,-28%,?
CC1CCCN(C(c2cccs2)c2nnnn2Cc2ccccc2)C1 (configuration not stated),-5%,-1.9,-6%,i,i,-1%,0.1%,-3%,-10%
CCCCN(C)C(=S)Nc1ccc2nc(N3CCN(CC)CC3)cc(C)c2c1,1%,-3.2,-5%,i,i,-3%,0.3%,-15%,1%
O=C(CN1CCN(c2ccccn2)CC1)Nc1ccccc1F,-7%,-0.1,6%,i,?,-2%,-0.1%,-47%,-11%
CCCn1c(CCC(=O)O)nc2cc(S(=O)(=O)N3CCCC3)ccc21,3%,-1.4,-6%,i,i,1%,3.2%,10%,2%
CN1CCNC(=O)C1CC(=O)O (configuration not stated),21%,1.6,-3%,i,i,3%,0.1%,-43%,15%
CC(=O)n1nc(-c2ccncc2)nc1SCC(=O)Nc1cccc(Cl)c1,4µM*,-0.7,-1%,i,i,2%,0.0%,5%,-26%
Cc1cc(/C=C2\SC(=S)N(C)C2=O)c(C)n1-c1cccc(O)c1,-5%,-0.7,?,i,i,0%,0.2%,2%,14%
